PI4K2A inh: blocks human PI4K2A kinase activity | Q9BTU6 | purified PI4K2A, ADP-Glo luminescence, 1 h; active compounds read low | activity change, negative = inhibition, % at 76.9 µM | 0.13% of 420,000 active; in the data active = activity change below about -50%; inconclusive = mostly about -30% to -49%;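 also: -100% = wells without enzyme as full effect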
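Compounds are screened against recombinant PI4K2A using PI as substrate and ATP, the latter dispensed at 300 microM. Reactions run one hour at ambient temperature before ADP-Glo detection; full inhibition defined by wells lacking enzyme.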
G9a inh: G9a (human) methyltransferase inhibition; Q96KQ7; G9a H3K9 monomethylation, AlphaScreen, 2 h; Potency, µM (top dose mostly 102 µM), for inactives: at the top dose activity, negative = inhibition, actives largely listed as inhibitors; 8.8% of 350,000 active; AID 504332; also: potency is read from the fitted curve at half-maximal effect; % is scaled to controls: 0 for no effect and ±100 for the full control effect; nearly all actives have a fitted effect of over 75% in size
Target sequence (Q96KQ7 913-1193 limits assumed): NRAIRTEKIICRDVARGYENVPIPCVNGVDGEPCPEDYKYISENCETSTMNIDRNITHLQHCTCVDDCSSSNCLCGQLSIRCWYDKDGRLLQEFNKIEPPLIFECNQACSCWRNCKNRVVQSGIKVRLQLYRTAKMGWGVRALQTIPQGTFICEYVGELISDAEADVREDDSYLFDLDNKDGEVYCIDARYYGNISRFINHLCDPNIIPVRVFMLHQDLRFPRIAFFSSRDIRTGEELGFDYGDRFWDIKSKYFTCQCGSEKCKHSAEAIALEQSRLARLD
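Methyltransferase reactions run at room temperature for 2 h (20 nM enzyme, 500 nM biotin-H3K9 peptide, 20 uM SAM) after a 15 min compound preincubation; product detected by AlphaScreen beads and anti-H3K9me1 antibody.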
ERG Ets-DNA blk: blocks human ERG Ets domain binding to DNA | fluorescence polarization, His-ERG Ets domain / labelled DNA | Potency, µM (doses to about 76.9 µM), inactives show at the highest dose FP activity, negative = inhibition, most hits filed as inhibitors | 0.028% of 370,000 active | P11308 | AID 624246; active = well fitted inhibition curve with a large enough effect in the polarisation, with a control signal flat; inconclusive = small, poorly fitted or top-dose-only effect, or effect the other way, or a change in a side signal; inactive = no such curve, though single readings can be large or run the other way; the % refers to the polarisation;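 also: polarization taken with two DNA probes labelled with fluorescein and Texas red; potency is read from the fitted curve at half-maximal effect; % of control where 0% means no effect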
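His-tagged ERG Ets domain (1 uM in the protein solution; 300mM KCl, 50mM Tris-HCl, 1mM EDTA, 1mM DTT, pH 7.5) received compound, then a probe mix of 5 nM fluorescein-DNA and 100nM Texas-615-DNA. Fluorescence polarization was read for both dyes.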
BAZ2B block: blocks human BAZ2B. Q9UIF8. AlphaScreen BAZ2B-H3K14Ac peptide displacement. Potency, µM (series often up to 114 µM), for the others: top-dose activity change, negative = inhibition, actives largely listed as inhibitors. 4.4% of 360,000 active. AID 504333; also: potency is read from the fitted curve at half-maximal effect; % is scaled to controls: 0 for no effect and ±100 for the full control effect; nearly all actives have a fitted effect of over 60% in size
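In this displacement format the biotinylated H3(5-23) peptide acetylated at Lys14 serves as ligand at 50 nM, with BAZ2B at 50 nM in PBS pH 7.4 containing 0.01% Tween-20. Donor and acceptor beads are 10 ug/mL final.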
ALOX12 inh: ALOX12 (human) lipoxygenase inhibition; purified 12hLO, xylenol orange hydroperoxide absorbance; 1.1% of 580,000 active; P18054; Potency, µM (doses to about 108 µM), for inactives: at the highest dose activity change, negative = inhibition, usual class: inhibitors; also: potency is read from the fitted curve at half-maximal effect; % is scaled to controls: 0 for no effect and ±100 for the full control effect
Target sequence (P18054 whole entry, looked up): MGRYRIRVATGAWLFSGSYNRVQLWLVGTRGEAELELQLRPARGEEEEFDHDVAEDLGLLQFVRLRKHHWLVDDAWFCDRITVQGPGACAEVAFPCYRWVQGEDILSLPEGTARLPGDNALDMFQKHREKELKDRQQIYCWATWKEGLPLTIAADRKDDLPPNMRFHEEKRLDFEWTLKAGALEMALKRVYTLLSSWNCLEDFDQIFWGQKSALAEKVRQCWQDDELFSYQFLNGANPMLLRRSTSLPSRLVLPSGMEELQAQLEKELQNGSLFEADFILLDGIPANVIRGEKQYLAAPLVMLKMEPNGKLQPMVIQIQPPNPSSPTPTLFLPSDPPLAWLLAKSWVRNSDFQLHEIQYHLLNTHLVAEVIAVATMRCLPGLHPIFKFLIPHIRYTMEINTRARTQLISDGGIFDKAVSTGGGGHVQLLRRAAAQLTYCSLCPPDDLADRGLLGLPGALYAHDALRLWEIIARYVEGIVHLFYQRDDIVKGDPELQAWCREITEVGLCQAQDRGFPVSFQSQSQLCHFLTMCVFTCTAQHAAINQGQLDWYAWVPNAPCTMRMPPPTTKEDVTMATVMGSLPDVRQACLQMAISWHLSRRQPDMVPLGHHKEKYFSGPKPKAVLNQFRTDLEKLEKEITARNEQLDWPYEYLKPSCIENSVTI
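Purified human 12hLO at 150 nM in 25 mM Hepes, 0.01% Triton X-100, pH 7.0, preincubated 15 min at room temperature with compound. Reaction started with 40 uM arachidonic acid, 30 min at room temperature. Hydroperoxide measured by Fe-xylenol orange, 573/405 nm absorbance ratio.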
JMJD2A Tudor inh: blocks the human JMJD2A Tudor domain | AlphaScreen JMJD2A-Tudor / H3K4me3 peptide binding | 4.4% of 390,000 active | Potency, µM (top dose mostly 114 µM), for the others: top-dose activity change, negative = inhibition, hits mostly inhibitors | O75164; also: potency is read from the fitted curve at half-maximal effect; % is scaled to controls: 0 for no effect and ±100 for the full control effect; nearly all actives have a fitted effect of over 50% in size
HP1b binding inh: HP1-beta chromodomain-methylated histone interaction inhibition; Potency, µM (highest dose often 114 µM), for inactives: at the top dose activity change, negative = inhibition, actives largely listed as inhibitors; P83916; AlphaScreen HP1-beta / biotin-H3K9me3 peptide binding; 0.56% of 390,000 active; also: potency is read from the fitted curve at half-maximal effect; nearly all actives have a fitted effect of over 70% in size; inactives centre near 23
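Compound inhibition of the preformed complex between 50 nM HP1-beta and 50 nM biotinylated H3K9me3 peptide was read by AlphaScreen. Buffer was PBS pH 7.4 with 0.01% Tween-20. Incubations ran 30 min at room temperature, with 10 ug/mL donor/acceptor beads.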
RGS4 inh: inhibitors of human regulator of G protein signaling 4. 0.039% of 390,000 active. AID 504845. P49798. Potency, µM (doses to about 114 µM), for inactives: top-dose activity change, negative = inhibition, hits mostly inhibitors. Transcreener GDP fluorescence polarization, RGS4-accelerated GTP hydrolysis; also: potency is read from the fitted curve at half-maximal effect; % is scaled to controls: 0 for no effect and ±100 for the full control effect; nearly all actives have a fitted effect of over 75% in size; some results filed as inactive show a strong effect at the top dose
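MLSMR compounds (23 nl, pin-transferred) preincubated 10 min at room temperature with a 500nM (2x) first reagent, then RGS4 at 900nM (2x) plus Transcreener GDP mix added; fluorescence polarization (620/688 nm) read before and after 90 min at 30 °C.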
GLS inhibitor: blocks human kidney-isoform glutaminase activity; O94925; GLS enzymatic activity, qHTS titration; Potency, µM (highest dose often 45.5 µM), for inactives: at the top dose activity change, negative = inhibition, most hits filed as inhibitors; 0.21% of 410,000 active; AID 624170; also: potency is read from the fitted curve at half-maximal effect; % is scaled to controls: 0 for no effect and ±100 for the full control effect
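Human kidney-isoform GLS in 45 mM KH2PO4 pH 8.2, 0.02% Tween-20, with compound, started with 1mM L-Glutamine (added stock). Glutamate oxidase/HRP/Amplex red coupled fluorescence read at start and after 30 min at RT.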
* marks the source's active call; other numbers are inactive results; ? = inconclusive; / = no result given; & = joins results of further samples; [ ] = remark or other dose. Unless noted, calls follow the shape of the dose curve; as a rule, active = well fitted curve in the direction sought with a large enough effect; inconclusive = small, poorly fitted or top-dose-only effect, or another doubt; inactive = no such curve, though single readings can be large; an effect the other way counts as inactive or inconclusive.

SMILES	PI4K2A inh	G9a inh	ERG Ets-DNA blk	BAZ2B block	ALOX12 inh	JMJD2A Tudor inh	HP1b binding inh	RGS4 inh	GLS inhibitor
COc1ccc(C2CN(C)CC2C(=O)c2ccc(F)cc2)cc1Cl (centres undefined)	2	-6%[12.7 µM]	14%	-12%	-6%	-28%	15%	-18%	-1%
Oc1ccc2c3c1OC1c4oc5ccccc5c4C[C@@]4(O)[C@@H](C2)N(CC2CC2)CC[C@]314 (some centres undefined)	-5	/	-7%	/	2%	-29%	11%	6%	20%
COC(=O)C1=C(c2cccc(Cl)c2)C[C@@H]2CC[C@H]1N2C(=O)NCC1CC1	-3	13%[0.501 µM]	-3%	6%	7%	-12%	26%	20%	-1%
S=c1[nH]nc(Cn2c(-c3ccccn3)nc3ccccc32)n1-c1ccc2c(c1)OCCO2	-3	-135%[59 µM]	5%	-6%	?	3.2µM*	?	-19%	?
CC(C)Oc1ccc(C(=O)Nc2ccc3c(c2)CCCN3C(=O)c2cccs2)cc1	1	-15%[59 µM]	-6%	-14%	0%	?	-15%	5%	-2%
CC(C(=O)N1CCC2(CC1)OCCO2)C1Sc2ccccc2NC1=O (centres undefined)	5	/	-2%	-3%	0%	2%	25%	9%	6%
CC(Cc1ccccc1)NC(=O)Cc1ccc(N(C)C)cc1 (centres undefined)	5	16%[59 µM]	0%	-33%	?	-21%	14%	3%	25%
Cc1ccc(N=Cc2c(O)n(C)c(=O)n(C)c2=O)nc1	-1	?	/	22%	22%	-5%	32%	-2%	-8%
CCOC(=O)[C@]12Cc3cc(Cl)ccc3[C@H]1N(Cc1ccccc1)C(=O)c1ccccc12	-4	/	-12%	/	-39%	-15%	19%	10%	2%
CN(C)C1=C(C#N)C(c2ccccc2)=NP(N(C)C)(N(C)C)=N1	10	4%[59 µM]	-19%	0%	-3%	12%	36%[activator]	7%	0%
CN1CCN(c2ccc([N+](=O)[O-])c(NCc3ccco3)c2)CC1	2	?	2%	?	-11%	?	-18%	-7%	11%
C=CCn1c(O)c(C(C)=NCc2ccc3c(c2)OCO3)c(=O)[nH]c1=O	-7	3%[12.7 µM]	-9%	-1%	?	-15%	10%	5%	0%
CN1C(=O)C(=Cc2ccccc2OCc2ccccc2Cl)C(=O)N(C)C1=O	-7	30%[59 µM]	10%	51%[activator]	?	96%[activator]	101%[activator]	?	?
COc1ccc(C2NCc3ccc4c(c3-n3cccc32)OCO4)cc1OC (centres undefined)	-5	1%[12.7 µM]	2%	?	/	16%[11.4 µM]	?	-23%[11.4 µM]	12%
CCOC(=O)c1cccc([P+](=O)O)c1	-2	-26%[59 µM]	0%	0%	-16%	28µM*	18%	-28%	-14%
C[N+]1(C)C2CCC1CC(OC(=O)c1c[nH]c3ccccc13)C2 (centres undefined)	-6&-2	11µM*	23%	-31%	45µM*	50µM*	27%	?	-1%&24%
COc1ccc(NP2(=O)OCC(C)(N)CO2)cc1 (centres undefined)	1	/	-14%	/	-9%	-13%	17%	19%	18%
O=C(C[N+]12CCC(CC1)C(OC(=O)c1ccccc1)C2)c1ccc([N+](=O)[O-])cc1 (centres undefined)	0	/	-12%	-4%	?	-10%	32%	19%	-2%
Cc1cccc(NC2=NCCCS2)c1C	1	-6%[12.7 µM]	/	-8%	7%	-1%	8%	19%	-3%
c1ccc2c(CN3CCN(C4CCCCC4)CC3)c[nH]c2c1	-15	50µM*	6%	50µM*	182%[activator]	?	?	-15%	27%
CCc1ccc(/C=C(/C#N)C(N)=S)cc1	10	8.9µM*	-1%	?	?	-34%	?	?	40%[activator]
CCN(CC)C(=O)c1ccc(NC(=O)c2sccc2-c2ccccc2)cc1	0	-8%	-5%	-3%	?	-16%	2%	2%	15%
COc1ccc(-n2c(-c3ccccc3Br)nc3ccccc3c2=O)cc1	-1	18%	10%	-22%	0%	-26%	-8%	2%	-15%
C/C=C1\CN2[C@H]3C[C@@]45c6ccccc6N(C)[C@H]4[C@@H]2CC1C3[C@H]5O (some centres undefined)	-1	/	-3%	/	4%	-17%	14%	1%	5%
O=C(c1cc(C(=O)NCc2ccc(Cl)cc2)c(=O)n(Cc2ccc(Cl)cc2)c1)c1cc(F)ccc1O	-13	?	7%	-33%	-10%	-23%	12%	-9%	2%
CCc1cc(=O)oc2cc(C)cc(OCC(=O)N3CCC(C(=O)O)(c4ccccc4)CC3)c12	1	-8%[12.7 µM]	-8%	-26%	23%	-9%	44%[activator]	14%	-4%
CCOC(=O)c1ccc(N=Cc2c(O)n(-c3ccccc3F)c(=S)[nH]c2=O)cc1	4	-8%[59 µM]	/	2%	10%	-1%	36%	-18%	-4%
CN(C)/C=C1/C(=O)NC(=O)N(CCNc2ncc(C(F)(F)F)cc2Cl)C1=O	-4	45µM*	11%	?	?	-28%	-10%	?	24%
CCc1ccc(C2=NN(CCC(=O)N3CCC4(CC3)OCCO4)C(=O)CC2)cc1	-1	28%	-10%	-2%	14%	2%	7%	22%	-1%
COC(=O)C(O)(c1ccc(N(C)C(=O)c2cccs2)cc1)C(F)(F)F (centres undefined)	1	-7%	1%	-8%	-10%	22µM*	-1%	?	?
Cc1ccc(NC(=O)c2cc(-c3ccccc3)n(CCCN3CCOCC3)c2C)cc1	2	?	0%	?	9%	-33%	?	-4%	-1%
COC(=O)C1=C(c2ccc(OC)c(OC)c2)C[C@@H]2CC[C@H]1N2C(=O)NCc1cccc2ccccc12	-3	-11%[0.501 µM]	-5%	-26%	11%	-20%	9%	-10%	0%
O=[N+]([O-])/C=C/c1c(Cl)cccc1Cl	16	/	-5%	/	2%	40µM*	3%	?	7.9µM*
O=C(O)C(Cl)Cl	2	16%[59 µM]	/	/	?	/	/	/	-6%&-19%
CCC/C(=N\O)c1c[nH]c2ccccc12	8	?	6%	11%	0%	4%	17%	22%	-2%
O=Cc1c(C(=O)O)n(Cc2ccccc2Cl)c2ccccc12	-9	?	5%	-4%	-15%	-4%	16%	3%	8%

Complete entries as entered above. Order of values: PI4K2A inh, G9a inh, ERG Ets-DNA blk, BAZ2B block, ALOX12 inh, JMJD2A Tudor inh, HP1b binding inh, RGS4 inh, GLS inhibitor
O=C(C[N+]12CCC(CC1)C(OC(=O)c1ccccc1)C2)c1ccc([N+](=O)[O-])cc1 (centres undefined) as listed: 0, /, -12%, -4%, ?, -10%, 32%, 19%, -2%
O=Cc1c(C(=O)O)n(Cc2ccccc2Cl)c2ccccc12 as listed: -9, ?, 5%, -4%, -15%, -4%, 16%, 3%, 8%

The listing continues.
SMILES	PI4K2A inh	G9a inh	ERG Ets-DNA blk	BAZ2B block	ALOX12 inh	JMJD2A Tudor inh	HP1b binding inh	RGS4 inh	GLS inhibitor
O=c1[nH]c(O)c(N=Nc2ccc3c(c2)OCCO3)c(=O)[nH]1	-2	50µM*	1%	?	-26%	?	-23%	-11%	-9%
CCN(CC)c1ccccc1	-2	0%[0.501 µM]	11%	30%	-3%	6%	63%[activator]	17%	-4%
Cc1sc2c(c1C)C(c1cccs1)=NCC(=O)N2CC(=O)NCc1cccs1	-4	9%[59 µM]	/	-3%	-25%	-33%	29%	-16%	11%
CCC1(CC(C)C)C(=O)NC(=S)NC1=O	-3	/	1%	/	?	-8%	16%	-7%	2%
CN(C)c1ccc(/C=C2\C(=O)NC(=O)N(Cc3ccc(F)cc3)C2=O)cc1	-1	/	49%[activator]	-10%	-30%	-11%	20%	?	0%
CCn1cc2nc(SCc3ccccc3Cl)n(CCc3ccccc3)c(=O)c2n1	2	-9%[59 µM]	3%	-17%	-14%	-12%	39%[activator]	-2%	-15%

Molecules listed so far with four or more nitrogen atoms:
SMILES	PI4K2A inh	G9a inh	ERG Ets-DNA blk	BAZ2B block	ALOX12 inh	JMJD2A Tudor inh	HP1b binding inh	RGS4 inh	GLS inhibitor
S=c1[nH]nc(Cn2c(-c3ccccn3)nc3ccccc32)n1-c1ccc2c(c1)OCCO2	-3	-135%[59 µM]	5%	-6%	?	3.2µM*	?	-19%	?
Cc1ccc(N=Cc2c(O)n(C)c(=O)n(C)c2=O)nc1	-1	?	/	22%	22%	-5%	32%	-2%	-8%
CN(C)C1=C(C#N)C(c2ccccc2)=NP(N(C)C)(N(C)C)=N1	10	4%[59 µM]	-19%	0%	-3%	12%	36%[activator]	7%	0%
CN1CCN(c2ccc([N+](=O)[O-])c(NCc3ccco3)c2)CC1	2	?	2%	?	-11%	?	-18%	-7%	11%
CN(C)/C=C1/C(=O)NC(=O)N(CCNc2ncc(C(F)(F)F)cc2Cl)C1=O	-4	45µM*	11%	?	?	-28%	-10%	?	24%
O=c1[nH]c(O)c(N=Nc2ccc3c(c2)OCCO3)c(=O)[nH]1	-2	50µM*	1%	?	-26%	?	-23%	-11%	-9%
CCn1cc2nc(SCc3ccccc3Cl)n(CCc3ccccc3)c(=O)c2n1	2	-9%[59 µM]	3%	-17%	-14%	-12%	39%[activator]	-2%	-15%

Screening results from PubChem.

The list is partial (hit frequency here may not be typical).
